Screening data: PubChem BioAssay, several laboratories
TPT1 inhibitor = inhibitors of Candida albicans tRNA 2'-phosphotransferase TPT1 | recombinant caTPT1, FP RNA substrate dephosphorylation | inhibition, % at 5 µM | 300,000 compounds, 0.81% hits | AID 1962;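 active means inhibition above the mean of all tested compounds plus 3 SD, set per screening campaign, cut at about 24% in these data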;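 further: plate controls were DMSO alone for no effect and ferristatin control at 100 nM for full effect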
Fh CTSL1 inh = cathepsin L1 inhibition, PFM18AAP counter-screen; inhibition, % at 5.96 µM; 300,000 compounds, 0.49% hits; recombinant F. hepatica cathepsin L1, Z-Leu-Arg-MCA fluorescence; AID 1906;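 active means inhibition above the mean of all tested compounds plus 3 SD, set per screening campaign, cut at about 17% in these data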;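 further: 0% = plate median of test compound wells and 100% = 1 µM Z-Phe-Ala-diazomethylketone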
PP1 counter = PP1-alpha (human) inhibition in PP5 counter-screen; purified PP1alpha, OMFP fluorescence; inhibition, % at 6.7 µM; 320,000 compounds, 0.9% hits; AID 2235;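 active means inhibition above the mean inhibition of all tested compounds plus 3 SD, computed separately for each screening campaign, cut at about 15% in these data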
GASC-1 inh = inhibitors of human GASC-1 (JMJD2C) demethylase | Q9H3R0 | inhibition, % at 2.35 µM | AID 2099 | GST-JMJD2C(1-420) H3K9me3 demethylation, DELFIA europium | 330,000 compounds, 0.069% hits;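 active means more than half of a compound's replicate wells show inhibition beyond 50%, single wells judged on their own value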;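 further: signal counts dimethyl H3K9 product captured on neutravidin plate; 0% = median of DMSO wells and 100% = 0.3 times that DMSO median; strong numbers were not always called active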
Target sequence (Q9H3R0 1-420 limits assumed): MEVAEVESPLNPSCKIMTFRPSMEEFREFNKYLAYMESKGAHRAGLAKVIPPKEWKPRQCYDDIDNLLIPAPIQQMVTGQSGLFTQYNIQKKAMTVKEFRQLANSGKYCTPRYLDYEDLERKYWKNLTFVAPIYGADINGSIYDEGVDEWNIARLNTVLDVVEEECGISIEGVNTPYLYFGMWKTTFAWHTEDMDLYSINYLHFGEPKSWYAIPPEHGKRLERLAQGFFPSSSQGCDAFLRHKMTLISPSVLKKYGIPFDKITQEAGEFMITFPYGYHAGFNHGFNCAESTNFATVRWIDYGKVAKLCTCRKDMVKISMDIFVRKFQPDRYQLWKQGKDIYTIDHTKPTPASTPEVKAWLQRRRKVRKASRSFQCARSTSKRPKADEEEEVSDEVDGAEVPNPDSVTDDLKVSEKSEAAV
procasp3 activ = activators of human procaspase-3; P42574; recombinant procaspase-3 D3A, Ac-DEVD-pNA absorbance 405 nm; activation, % at 8.5 µM; 330,000 compounds, 0.11% hits; AID 463141;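 active means activation above the mean of all tested compounds plus 3 SD, cut at about 21% in these data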;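 further: 0% = DMSO alone and 100% = DMSO wells spiked with extra 5 µM PC-3 D3A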
Target sequence (P42574 whole entry D9A/D28A/D175A): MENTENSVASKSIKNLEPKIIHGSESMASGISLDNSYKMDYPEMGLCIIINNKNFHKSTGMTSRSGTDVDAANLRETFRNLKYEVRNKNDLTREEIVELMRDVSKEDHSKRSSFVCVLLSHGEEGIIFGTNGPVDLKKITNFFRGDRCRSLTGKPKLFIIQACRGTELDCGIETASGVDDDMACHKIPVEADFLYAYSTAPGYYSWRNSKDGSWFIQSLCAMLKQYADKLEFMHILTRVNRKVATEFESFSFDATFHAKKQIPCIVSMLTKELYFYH
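Assay system – Procaspase-3 D3A mutant · Benchmarks – DMSO low control, extra-enzyme high control · Technique – 405 nm absorbance of p-nitroaniline, reads at 0 and 120 min · Doses – 8.5 µM nominal · Measure – % activation between DMSO and enzyme-spiked controls · Also added – Ac-DEVD-pNA chromogenic peptide substrate · Schedule – 1 h compound preincubation, 2 h substrate hydrolysis at 25 °C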
Efflux pump inh = antifungal efflux pump inhibition, Nile Red retention; AID 485275; 330,000 compounds, 0.44% hits; S. cerevisiae Candida pump triplex; inhibition, % at 10 µM;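 active means plate passing quality check with inhibition over a set limit, or well fluorescence over plate mean plus 4 SD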;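 further: Nile Red retained in pooled yeast measured as flow cytometry median fluorescence; 0% = buffer negative control and 100% = Enniatin B positive control; higher means more Nile Red kept so more efflux inhibition; some compounds called inactive have numbers as strong as hits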
HCV core dimer = blocks dimerization of HCV core protein | inhibition, % at 5 µM | AID 1899 | 300,000 compounds, 0.33% hits | TR-FRET GST/Flag-core106 dimerization, 1536-well;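 active means inhibition above the mean of all tested compounds plus 3 SD, set per screening campaign, cut at about 45% in these data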
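Material: Tagged HCV core106 pair (GST and Flag) | Amount: GST-core106 13.5 nM, Flag-core106 17 nM | Medium: KF-containing HEPES buffer, pH 7.45, DTT, CHAPS, BSA | Reagent: Eu donor and XL665 acceptor anti-tag antibodies | Schedule: 4 h at 22.5 °C | Technique: Time-resolved FRET, ex 340 nm, em 617 and 671 nm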
PP5 primary = PP5 (human) phosphatase inhibition; 320,000 compounds, 0.18% hits; purified PP5c, OMFP substrate fluorescence; inhibition, % at 6.7 µM;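 active means inhibition above the campaign's mean inhibition across all tested compounds plus 3 SD, cut at about 9.5% in these data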;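 further: 0% = DMSO only and 100% = 100 µM cantharidin control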
proCasp7 act = counter-screen for procaspase-3 activators: activators of human procaspase-7. P55210. recombinant procaspase-7, Ac-DEVD-pNA absorbance 405 nm; D23A/D198A/D206A triple mutant, cannot self-cleave; scale: DMSO 0, 5 µM enzyme 100. activation, % at 8.5 µM. 330,000 compounds, 0.093% hits. AID 463210;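 active means percent activation above the screen-wide mean plus 3 SD, cut at about 25% in these data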
Target sequence (P55210 whole entry D23A/D198A/D206A): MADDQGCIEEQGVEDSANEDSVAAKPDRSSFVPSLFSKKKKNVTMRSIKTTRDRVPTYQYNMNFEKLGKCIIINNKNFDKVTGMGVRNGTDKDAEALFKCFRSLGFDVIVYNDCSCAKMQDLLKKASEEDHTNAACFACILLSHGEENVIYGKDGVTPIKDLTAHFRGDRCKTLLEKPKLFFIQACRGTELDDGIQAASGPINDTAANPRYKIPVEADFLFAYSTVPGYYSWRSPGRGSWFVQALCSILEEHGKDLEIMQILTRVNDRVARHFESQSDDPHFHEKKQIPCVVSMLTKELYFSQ
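Assay system: Uncleavable procaspase-7 mutant enzyme / Input: 2 µM procaspase-7 mutant as dispensed / Dosing: single nominal 8.5 µM compound dose, 0.8% DMSO final / Timing: 1 h enzyme–compound preincubation and 2 h substrate reaction, both 25 °C / Detection: p-Nitroaniline absorbance at 405 nm, read at 0 and 120 min / Replication: singlicate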
* hit, by the source's call; nt = not tested or not shown.

The line under a structure holds: TPT1 inhibitor	Fh CTSL1 inh	PP1 counter	GASC-1 inh	procasp3 activ	Efflux pump inh	HCV core dimer	PP5 primary	proCasp7 act
(1) CC12CCC(C(=O)Nc3nc4ccc(Br)cc4s3)(OC1=O)C2(C)C (stereo unspecified)
 : -6	-1	1	0	3	0.0	4	2.0	7
(2) Cc1c(C(=O)c2ccccc2)oc2ccc3ccccc3c12
 : 1	1	0	0	0	0.0	3	-2.2	1
(3) C/C(=N\OCC(=O)Nn1c(=O)[nH]c2ccccc2c1=O)c1cccs1
 : -1	-20	-3	-3	-6	0.1	1	-1.0	5
(4) COc1ccccc1NC(=O)c1cc(C)oc1C
 : 1	2	-1	9	5	-0.4	-5	2.8	7
(5) O=C(COC(=O)c1ccc(O)cc1O)Nc1cc(-c2ccccc2)nn1-c1ccccc1
 : 2	8	1	9	2	0.1	7	1.1	-5
(6) C=CCOCC(O)Cn1c(N2CCCC2)nc2c1c(=O)[nH]c(=O)n2C (stereo unspecified)
 : 1	2	0	7	-4	0.0	2	7.7	-15
(7) O=C(NCCN1CCN(C(=O)c2cccc([N+](=O)[O-])c2)CC1)C(=O)NCc1ccc(Cl)cc1
 : 1	0	-5	1	12	-0.3	0	-0.2	11
(8) O=C(C1=C[C@H](C2CCCCC2)C[C@H](OCc2ccc(CO)cc2)O1)N1CCN(Cc2ccc3c(c2)OCO3)CC1
 : -1	0	1	-7	8	0.3	9	2.7	-4
(9) CCOc1ccc(C(=O)Nc2c3c(nn2-c2ccc(C)cc2)CS(=O)C3)cc1OCC (stereo unspecified)
 : 4	-1	-1	3	-2	0.4	1	1.6	1
(10) CCC(C)(O)c1[nH]c2ccc(C(F)(F)F)cc2c1C (stereo unspecified)
 : 1	-3	-4	6	3	-0.1	0	4.9	0
(11) COc1ccc(C(=O)CN(C(=O)c2ccc(Cl)cc2)N2C(=O)C3CCCCC3C2=O)cc1 (stereo unspecified)
 : 3	2	1	26	-1	0.4	6	0.6	-4
(12) Cn1nnnc1SCc1ccc(F)cc1
 : -1	2	-3	-7	3	-0.1	2	3.3	-7
(13) COC(=O)CCC(NS(=O)(=O)OCC(Cl)(Cl)Cl)c1ccccc1 (stereo unspecified)
 : -2	3	-4	9	3	0.0	7	-2.4	11
(14) CCc1nc2ccccc2c(NC(=O)CN2CC(C)CC(C)C2)c1C (stereo unspecified)
 : -3	4	-1	13	-9	-0.1	1	2.3	-3
(15) CC1CC(C)CN(CCCNC(=O)c2csc3c2CCCCC3)C1 (stereo unspecified)
 : -4	1	-2	168	4	-0.1	-9	1.5	-3

Structures shown so far with an aryl methoxy group, in the order listed:
The line under a structure holds: TPT1 inhibitor	Fh CTSL1 inh	PP1 counter	GASC-1 inh	procasp3 activ	Efflux pump inh	HCV core dimer	PP5 primary	proCasp7 act
(4) COc1ccccc1NC(=O)c1cc(C)oc1C
 : 1	2	-1	9	5	-0.4	-5	2.8	7
(11) COc1ccc(C(=O)CN(C(=O)c2ccc(Cl)cc2)N2C(=O)C3CCCCC3C2=O)cc1 (stereo unspecified)
 : 3	2	1	26	-1	0.4	6	0.6	-4

(continued)
The line under a structure holds: TPT1 inhibitor	Fh CTSL1 inh	PP1 counter	GASC-1 inh	procasp3 activ	Efflux pump inh	HCV core dimer	PP5 primary	proCasp7 act
(16) Cc1ccc(NC(=S)N2CCC(NC(=O)c3ccc(F)cc3)CC2)cc1C
 : -4	-2	3	6	-3	0.3	-11	1.4	5
(17) CCc1nnc(NC(=O)Cn2nc(-c3ccc(OC)c(OC)c3)ccc2=O)s1
 : -1	2	-1	-11	2	0.0	-4	-1.8	1
(18) Cc1cc(NC(=O)CSc2ccc3nnc(-c4ccc(Cl)cc4)n3n2)no1
 : 2	-6	-5	4	0	0.6	0	5.1	-10
(19) CC(=O)N(CC1CCCO1)c1nnc(-c2ccccn2)s1 (stereo unspecified)
 : -8	4	6	-4	-3	0.0	-7	2.3	7
(20) Cc1c(C(=O)Nc2nnc(C(F)(F)F)s2)oc2ccccc12
 : -2	-1	1	-4	2	0.0	2	-1.3	6
(21) Cc1c(NC(=O)NCCN2C(=O)C3C4C=CC(C4)C3C2=O)c(=O)n(-c2ccccc2)n1C (stereo unspecified)
 : 0	0	-1	-2	8	-0.1	-4	3.0	1
(22) COc1ccc(Oc2cn[nH]c2-c2ccc(OC)cc2O)cc1
 : 0	-4	3	-11	7	0.1	-11	5.4	8
(23) O=C(Nc1ccncc1)C1CCC(CNS(=O)(=O)c2cccc3nsnc23)CC1 (stereo unspecified)
 : 2	1	-2	2	-5	0.1	1	3.5	7
(24) CCOc1ccc(Br)cc1S(=O)(=O)Nc1ccc(S(=O)(=O)Nc2cc(C)on2)cc1
 : nt	nt	nt	12	5	0.0	nt	nt	15
(25) Cc1nn(CC(=O)N2CCCC2)c(=O)c2nn(-c3ccccc3)c(C)c12
 : 0	-1	0	4	9	-0.1	-1	2.8	-7
(26) O=C(CCN1C(=O)/C(=C/c2ccc(Cl)cc2)SC1=S)Nc1ccc(C(=O)O)cc1
 : -2	-5	-3	-4	5	-0.1	0	-3.2	4
(27) CCc1nn2c(=O)cc(COc3ccc(/C=C4\C(=N)N5N=C(CC(C)C)SC5=NC4=O)cc3)nc2s1
 : 3	2	0	1	4	0.1	-45	-1.5	3
(28) O=C(NCCc1ccccc1)C1CCN(C(=O)c2sccc2-n2cccc2)CC1
 : 2	-2	-5	5	1	0.0	-7	-0.7	1
(29) O=C(Nc1ccccc1Cl)c1cc2ccccc2o/c1=N\O
 : 2	0	-7	2	-8	0.3	-14	2.1	-17
(30) O=C(CSc1n[nH]c(=O)n1-c1ccccc1)Nc1ccccc1C(F)(F)F
 : -3	3	0	0	7	0.0	6	1.8	8
(31) Cc1cccc(Nc2nc(N)c([N+](=O)[O-])c(NCc3ccco3)n2)c1
 : -3	3	6	-3	2	-0.3	2	4.8	-1
(32) CC1(C)CC(=O)C2=C(C1)N(c1cccc(O)c1)C1=C(C2)C(=O)CC(C)(C)C1
 : -34	2	4	7	10	0.1	1	1.9	11
(33) CN1CCN(CCCN2c3ccccc3Sc3ccc(C(F)(F)F)cc32)CC1
 : 1	4	6	-2	0	0.1	-19	2.6	7
(34) CCn1c(O)c(N=NC(=O)C2C(=O)NCC2c2ccccc2)c2ccccc21 (stereo unspecified)
 : -4	1	3	-4	1	-0.2	2	0.6	7
(35) O=C(CSc1nnc2c(n1)[nH]c1ccccc12)Nc1ccc2c(c1)OCO2
 : 0	1	1	-2	-2	0.0	23	1.9	7
(36) CCCCCn1c(=O)[nH]c2cc(C(=O)NCCN3CCC(C)CC3)ccc2c1=O
 : 3	-3	2	4	3	-0.4	5	-1.7	-8
(37) Cc1coc2cc3oc(=O)c(CC(=O)N4C[C@H]5C[C@@H](C4)c4cccc(=O)n4C5)c(C)c3cc12
 : 0	-2	2	-8	2	0.2	0	3.4	-7
(38) Cc1ccc(-n2[nH]c(C)c(C=Nc3ccc(S(=O)(=O)Nc4nccs4)cc3)c2=O)cc1
 : -3	2	5	10	-5	0.0	0	0.1	-1
(39) CCN(CC)S(=O)(=O)c1ccc(-c2nnc(SCC(=O)Nc3cc(OC)cc(OC)c3)o2)cc1
 : 5	0	-3	1	-4	0.0	2	-1.2	7
(40) CCCCC(=O)Nc1c2c(nn1-c1cccc(C)c1C)CS(=O)(=O)C2
 : -2	-2	1	6	-2	0.1	-1	1.5	6
(41) O=C(NCC(=O)N1CCOCC1)OCc1ccccc1
 : 0	3	-3	-4	6	0.1	7	0.2	3
(42) CCN(CCn1cccn1)Cc1nc(-c2ccc(C(=O)OC)cc2)no1
 : -1	4	-1	7	0	0.0	4	1.7	-6
(43) C=CCn1c(=O)c2ccccc2n2c(SCC(=O)Nc3sc(C(=O)N(CC)CC)c(C)c3C(=O)OCC)nnc12
 : 0	0	-2	5	-1	-0.4	28	-0.4	3
(44) COc1ccc(OCC(=O)N(C)CC2COc3ccccc3O2)cc1 (stereo unspecified)
 : nt	nt	nt	0	4	0.1	nt	nt	4
(45) CN(C)CCCCOc1ccccc1F
 : -1	-1	3	35	10	-0.1	0	-1.5	-4

#46 COc1ccccc1CNC(=O)CN(C)CC(=O)Nc1ccc(F)c(F)c1F
#47 Cc1ccccc1N1CCN(C(=O)c2ccccc2NC(=O)c2ccccc2C(=O)O)CC1
#48 S=C(c1ccc(-c2ccc(Cl)c(Cl)c2)o1)N1CCOCC1
#49 CCc1cccc(NC(=O)[C@@H]2CCCN2C2=NS(=O)(=O)c3ccccc32)c1
#50 CCN(CCCNC(=O)c1cn(CC)c2ccc(S(=O)(=O)N(C)C)cc2c1=O)c1cccc(C)c1
#51 S=C(NN=C1C2CC3CC(C2)CC1C3)Nc1ccccc1
#52 CN(C(=O)CSc1nc2ccccc2c(=O)n1C)C1CCS(=O)(=O)C1 (stereo unspecified)
#53 N#C/C(=C\c1cccnc1)C(=O)Nc1cccc2ccccc12
#54 O=C(CCC1CCCN(C(=O)Cn2cnnn2)C1)NCc1ccccc1F (stereo unspecified)

Screen / compound no.,46,47,48,49,50,51,52,53,54
TPT1 inhibitor,nt,-3,2,nt,-6,-1,nt,4,1
Fh CTSL1 inh,nt,3,1,nt,4,-2,nt,0,0
PP1 counter,nt,-2,3,-2,3,3,nt,-1,1
GASC-1 inh,10,0,11,-3,-20,0,-2,-8,-3
procasp3 activ,4,0,-23,2,-3,-9,0,15,3
Efflux pump inh,0.1,0.5,-0.1,0.0,-0.2,-0.1,0.2,0.0,-0.1
HCV core dimer,nt,-1,-6,nt,4,5,nt,7,1
PP5 primary,nt,3.0,1.9,0.5,4.7,5.6,nt,1.1,-3.3
proCasp7 act,-9,2,-22,-3,-2,2,-4,-3,3

Single records, as listed above. Order of screens: TPT1 inhibitor	Fh CTSL1 inh	PP1 counter	GASC-1 inh	procasp3 activ	Efflux pump inh	HCV core dimer	PP5 primary	proCasp7 act
COc1ccccc1CNC(=O)CN(C)CC(=O)Nc1ccc(F)c(F)c1F across the screens: nt	nt	nt	10	4	0.1	nt	nt	-9
O=C(CCC1CCCN(C(=O)Cn2cnnn2)C1)NCc1ccccc1F (stereo unspecified) across the screens: 1	0	1	-3	3	-0.1	1	-3.3	3
S=C(c1ccc(-c2ccc(Cl)c(Cl)c2)o1)N1CCOCC1 across the screens: 2	1	3	11	-23	-0.1	-6	1.9	-22
CCc1cccc(NC(=O)[C@@H]2CCCN2C2=NS(=O)(=O)c3ccccc32)c1 across the screens: nt	nt	-2	-3	2	0.0	nt	0.5	-3
